Screening results deposited in PubChem by Broad Institute.
FN deposition inh – inhibitors of fibronectin matrix deposition, primary screen, AH1F cells, Alexa488-fibronectin fluorescence, plate reader. AH1F fibroblasts, overnight. inhibition, % at 12.6 µM. 350,000 compounds, 0.086% hits. AID 743247, 2014;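 active = mean inhibition across replicates of 30% or more, regardless of how many single replicates reach that level; inconclusive = mean under 30% yet at least half of replicates reach 30%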;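 note: positive control wells lacked labelled fibronectin entirely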
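Assay system: AH1F fibroblast monolayer, labelled fibronectin deposition. Amount: 10000 cells per well. Also added: labelled fibronectin 24 nM. Compound: single-point pinned compound. Incubation: cell attachment 1 h, compound and FN exposure overnight. Detection: fluorescence after three HBSS washes, excitation 485 nm, emission 525 nm. Read-out: inhibition of fibronectin deposition signal.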
CFTR F508del cor – F508del CFTR correction, initial screen, CFBE line, single point | CFBE cells, YFP halide quenching; stimulated with forskolin plus potentiator P3; % fluorescence drop versus neutral controls | 350,000 compounds, 0.36% hits | activity (quench increase), % at 7.58 µM;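 active = mean added fluorescence quench of at least 8% versus neutral control, with both replicates also reaching 8%; inconclusive = only one of the mean or replicate conditions met; inactive = mean below 8% and not both replicates reaching 8%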;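 note: cells transiently co-express mutant CFTR-F508del with the halide-sensitive YFP; corrector assay measuring rescue of mutant channel to the surface after 24 h compound exposure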
DENV2 CPE rescue – inhibitors of DENV2 cytopathic effect, primary screen, cell-based, plate reader, single concentration; DENV2-infected cells, cytopathic effect rescue; CPE inhibition, % at 9.99 µM; 350,000 compounds, 1.7% hits; AID 651640, 2012; in the data active = CPE inhibition above about 20%, passing the limit was not always enough; inconclusive = no clear call, values can overlap the other calls; tested in BHK-21 cells;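 note: 0% = median of neutral control wells and 100% = median of positive control wells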
GSIS activator – GLuc luminescence reporter in INS-1E cells, primary screen for activators of glucose-dependent secretion of insulin; INS-1E GLuc reporter insulin secretion, 2-3 h; activation, % at 16.6 µM; 370,000 compounds, 0.61% hits; AID 743287, 2014;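 active = lowest replicate activation of at least 40%, so every replicate reaches that level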;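 note: 0% = median of neutral control wells and 100% = median of IBMX positive control wells; some compounds called inactive have numbers as strong as hits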
PAX8 reporter – inhibitors of PAX8-driven TPO luciferase reporter, primary screen, RMG-I cells, single concentration | 360,000 compounds, 1.2% hits | SteadyGlo, 24 h | inhibition, % at 12.6 µM | AID 652154, 2013;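 active = mean replicate inhibition at least 60% with every replicate also reaching 60%; inconclusive = only one of the two criteria is met; inactive = mean below 60% and not all replicates reaching 60%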;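 note: luciferase light reporting Pax8 driven TPO promoter activity; plate controls were median of neutral control wells for no effect and mitoxantrone controls for full effect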
miR-122 sensor – miR-122 Renilla sensor signal increase in Huh7, primary screen, miR-122 inhibitor project, cell-based, single point, plate reader; Huh7 miR-122 Renilla luciferase sensor, 48 h; neutral wells = 0, positive control = 100; activation (reporter increase), % at 12.5 µM; 340,000 compounds, 0.3% hits;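 active = mean replicate activation score at least 90 and every replicate individually at or above 90; inconclusive = only one of the two criteria met; inactive = neither criterion met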;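 note: higher luciferase means less miR-122 activity so hits act as miR-122 inhibitors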
EWS-Fli inh – EWS/Fli-driven NR0B1 reporter inhibitors, primary screen, A673 cells, NR0B1 luciferase, luminescence, MLPCN library | viability-normalised | inhibition, % at 12.6 µM | 350,000 compounds, 0.67% hits;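 active = mean inhibition of at least 50% after viability correction, with every replicate also passing that limit; inconclusive = mean reaches 50% but only one of two replicates passes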;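 note: firefly luciferase signal divided by Alamar Blue viability fluorescence both relative to DMSO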
Numbers without * were called inactive; ? = inconclusive; nt = no result given; [ ] = another dose, or the depositor's remark. Random draw from the library (roughly 3.9% active in at least one column).

no. | mol | FN deposition inh | CFTR F508del cor | DENV2 CPE rescue | GSIS activator
1 | CC1CN(S(=O)(=O)c2ccccc2)C(C)N1C(=O)N1CCOCC1 (stereo not drawn) | 7 | 0.5 | -3 | 1
2 | C/C(N)=C(/C#N)C(=O)CSc1nnc(C)n1-c1ccccc1 | 0 | 0.3 | -7 | 9
3 | Cc1ccc(C(c2sc3nc(C)nn3c2O)N2CCN(c3ccccc3F)CC2)cc1 (stereo not drawn) | 14 | nt | nt | nt
4 | Cc1cc(Nc2cccc(F)c2)n2c(n1)nc1ccccc12 | nt | 1.2 | 0 | 22
5 | C[C@H](O)C(=O)C1=Nc2c(nc(N)[nH]c2=O)NC1 | -3 | 0.8 | -1 | 10
6 | CO[C@@H]1CN(C)C(=O)c2cc(NS(C)(=O)=O)ccc2OC[C@@H](C)N(C(=O)C2CCOCC2)C[C@H]1C | 2 | 0.6 | -1 | 9
7 | COc1ccc(CN2CCN(C(C)C(=O)N(C)Cc3cccc(F)c3)CC2)cc1OC (stereo not drawn) | -1 | -1.0 | -1 | 18
8 | COc1ccc(CN(C)C[C@@H]2OCCCC[C@H](C)Oc3ccc(NC(=O)Nc4ccccc4)cc3C(=O)N([C@H](C)CO)C[C@@H]2C)cc1 | 0 | -3.0 | -3 | -14
9 | Cc1cccc2c1c(N=NC(N)=S)c(O)n2C1OC(CO)C(O)C(O)C1O (stereo not drawn) | -3 | 1.2 | 0 | 9
10 | CO[C@H]1CN(C)C(=O)c2ccc(NS(=O)(=O)CC(F)(F)F)cc2OC[C@H](C)N(Cc2nccs2)C[C@H]1C | 0 | -2.3 | 12 | 16

no. | PAX8 reporter | miR-122 sensor | EWS-Fli inh
1 | 3 | -4 | -2
2 | -9 | nt | 0
3 | 13 | -2 | nt
4 | nt | 5 | 12
5 | -6 | 4 | -5
6 | nt | nt | -3
7 | 19 | 8 | 11
8 | 24 | 0[16.7 µM] | 20
9 | 6 | 1 | 13
10 | -11 | nt | -8

Excerpt, nos. 1 to 7
no. | mol | FN deposition inh | CFTR F508del cor | DENV2 CPE rescue | GSIS activator
1 | CC1CN(S(=O)(=O)c2ccccc2)C(C)N1C(=O)N1CCOCC1 (stereo not drawn) | 7 | 0.5 | -3 | 1
2 | C/C(N)=C(/C#N)C(=O)CSc1nnc(C)n1-c1ccccc1 | 0 | 0.3 | -7 | 9
3 | Cc1ccc(C(c2sc3nc(C)nn3c2O)N2CCN(c3ccccc3F)CC2)cc1 (stereo not drawn) | 14 | nt | nt | nt
4 | Cc1cc(Nc2cccc(F)c2)n2c(n1)nc1ccccc12 | nt | 1.2 | 0 | 22
5 | C[C@H](O)C(=O)C1=Nc2c(nc(N)[nH]c2=O)NC1 | -3 | 0.8 | -1 | 10
6 | CO[C@@H]1CN(C)C(=O)c2cc(NS(C)(=O)=O)ccc2OC[C@@H](C)N(C(=O)C2CCOCC2)C[C@H]1C | 2 | 0.6 | -1 | 9
7 | COc1ccc(CN2CCN(C(C)C(=O)N(C)Cc3cccc(F)c3)CC2)cc1OC (stereo not drawn) | -1 | -1.0 | -1 | 18

no. | PAX8 reporter | miR-122 sensor | EWS-Fli inh
1 | 3 | -4 | -2
2 | -9 | nt | 0
3 | 13 | -2 | nt
4 | nt | 5 | 12
5 | -6 | 4 | -5
6 | nt | nt | -3
7 | 19 | 8 | 11

The list continues:
no. | mol | FN deposition inh | CFTR F508del cor | DENV2 CPE rescue | GSIS activator
11 | Cc1noc(C)c1CC(=O)N1CCCC(C(=O)c2ccc(C(C)(C)C)cc2)C1 (stereo not drawn) | 9 | -0.6 | 1 | -19
12 | CCN(CC)C(=O)C(=O)Nc1ccc(F)c(Cl)c1 | -4 | -3.9 | -2 | -6
13 | CNc1c(NC(=O)C2CCC(C)CC2)c(=O)oc2ccccc12 (stereo not drawn) | 3 | -0.1 | 5 | 22
14 | COc1ccc(NC(=O)c2cc3ccccc3oc2=O)c(OC)c1 | 7 | 2.2 | -11 | -1
15 | CC1CCC(C(=O)NC(C(=O)N2CCc3ccccc3C2)C(C)C)CC1 (stereo not drawn) | 5 | nt | nt | -13
16 | COc1ccc(-c2ccc3nnc(SCC(=O)N4CCCC4)n3n2)cc1 | nt | -8.4 | 18 | 8
17 | Cc1cc(=O)n(-c2ccc(Cl)cc2)c(=O)[nH]1 | -15 | -1.1 | -1 | 2
18 | Cc1cc(-c2ccc(C)c(S(=O)(=O)NCCN3CCC(C)CC3)c2)on1 | 4 | -1.0 | -3 | 2
19 | N/C(=N\OC(=O)C12CC3CC(CC(C3)C1)C2)c1ccccc1 | -2 | nt | nt | 22
20 | CCCCNC(=O)N1CCN(C(=O)C2CCCO2)CC1 (stereo not drawn) | nt | 6.2 | -2 | -11

no. | PAX8 reporter | miR-122 sensor | EWS-Fli inh
11 | 20 | 3 | 18
12 | -97 | nt | -69
13 | 9 | nt | 6
14 | -46 | nt | -93
15 | 14 | -1 | nt
16 | 1 | -4 | -3
17 | 2 | 7 | -7
18 | 0 | 2 | 4
19 | nt | -6 | nt
20 | 6 | 0 | 7

Going on with the list.
no. | mol | FN deposition inh | CFTR F508del cor | DENV2 CPE rescue | GSIS activator
21 | CC(C)NC(=O)Nc1ccc2c(c1)C(=O)N([C@H](C)CO)C[C@@H](C)[C@@H](CN(C)Cc1ccc(-c3ccccc3)cc1)O2 | nt | -0.6 | 9 | -24
22 | CSc1ncnc2c1ncn2CCCN1CCN(C(=O)C2CC2)CC1 | -8 | -1.2 | 13 | -1
23 | C[C@H](O)C#Cc1cnc2c(c1)C(=O)N([C@@H](C)CO)C[C@H](C)[C@H](CN(C)C(=O)Cc1ccccn1)O2 | 4 | 2.0 | 0 | 13
24 | CC(c1cccnc1)N(CCN(C)C)C(=O)Nc1ccc(Cl)cc1 (stereo not drawn) | -9 | -2.3 | -3 | 5
25 | CC1Cc2nc(SCC(=O)N3CCCC3)n(C)c(=O)c2S1 (stereo not drawn) | 8 | -2.5 | -5 | 3
26 | COCCn1c(C)cc(C(=O)CN2C(=O)C(=O)N(CCC3=CCCCC3)C2=O)c1C | -6 | -1.1 | -6 | -30
27 | CC(=O)N1CC(=O)N2[C@H](CO)[C@H](c3ccc(-c4ccc(C(=O)N(C)C)cc4)cc3)[C@@H]2C1 | nt | -1.5 | -11 | -3
28 | CN1C(=O)C(Cc2cnc[nH]2)NC1=S (stereo not drawn) | 7 | -1.9 | 5 | 1
29 | CC=Cc1ccc2n(c1=O)C[C@@H]1[C@@H](CO)[C@H](C(=O)NCc3ccccc3F)N(CCC)[C@H]21 (mixture of isomers) | nt | nt | -5 | -14
30 | Cc1ccc(S(=O)(=O)Nc2cccc3c2O[C@H](CN(C)Cc2ccc(-c4ccccc4)cc2)[C@H](C)CN([C@H](C)CO)C3=O)cc1 | nt | -2.0 | 0 | -8

no. | PAX8 reporter | miR-122 sensor | EWS-Fli inh
21 | 19 | -5[16.7 µM] | nt
22 | -6 | -1 | -2
23 | nt | -4[16.7 µM] | 0
24 | -13 | -4 | -17
25 | -10 | nt | 5
26 | 1 | -3 | -3
27 | -16 | nt | -8
28 | 14 | -1 | -7
29 | nt | nt | -3
30 | -6 | -4[16.7 µM] | 5

(cont.)
no. | mol | FN deposition inh | CFTR F508del cor | DENV2 CPE rescue | GSIS activator
31 | CC1c2ccsc2CCN1S(=O)(=O)c1cccs1 (stereo not drawn) | -1 | 1.6 | -6 | -4
32 | O=C(C[C@@H]1C=C[C@@H](NS(=O)(=O)c2ccc(F)cc2)[C@@H](CO)O1)NCCc1ccncc1 | nt | 0.5 | 2 | 0
33 | CN(CCC(=O)Nc1ccc(Cl)cc1)Cc1ccccc1 | -1 | 3.6 | 2 | -8
34 | CC(C)(C)NC(=O)C(c1ccc(F)cc1)N(Cc1cccs1)C(=O)c1ccc(CN2CCOCC2)o1 (stereo not drawn) | 2 | 0.5 | -3 | 11
35 | CC(=O)N1CCN(CC(=O)Nc2c(Cl)ccc(C)c2Cl)CC1 | 1 | 1.3 | nt | -2
36 | COc1ccc(NCc2nnc(SCC(=O)Nc3ccc(OC)cc3OC)o2)cc1 | -2 | -2.3 | -3 | nt
37 | O=C(N[C@H]1C=C[C@H](CC(=O)N2CCc3ccccc3C2)O[C@@H]1CO)C1CCC1 | 3 | 1.5 | -4 | 15
38 | O=C(Nc1ccc2c(c1)[C@@H]1C[C@@H](CC(=O)N3CCOCC3)O[C@@H](CO)[C@@H]1O2)NC1CCCCC1 | -6 | -2.7 | 23* | 17
39 | Cc1cccc(C)c1Nc1c(-c2ccsc2)nc2ncccn12 | nt | nt | nt | -11
40 | C=CCn1c(SCC(=O)Nc2c(C)n(C)n(-c3ccccc3)c2=O)nnc1-c1ccncc1 | 14 | -0.7 | ? | 19

no. | PAX8 reporter | miR-122 sensor | EWS-Fli inh
31 | -11 | nt | 2
32 | -7 | nt | 5
33 | -7 | 2 | 10
34 | -26 | nt | -4
35 | 8 | -2 | 1
36 | 10 | nt | 1
37 | -2 | nt | -2
38 | -3 | 3[16.7 µM] | 7
39 | 18 | -2 | nt
40 | -10 | -1 | 1

Going on with the list.
no. | mol | FN deposition inh | CFTR F508del cor | DENV2 CPE rescue | GSIS activator
41 | CN1CCN(c2ccccc2NC(=O)Cc2cn(C)c3ccccc23)CC1 | -2 | 2.2 | -3 | nt
42 | O=C(Nc1ccncc1)Nc1ccc(F)c(Cl)c1 | 10 | 3.6 | -2 | -19
43 | C[C@H](CO)N1C[C@H](C)[C@@H](CN(C)C(=O)Nc2ccc(C(F)(F)F)cc2)Oc2ccc(NS(C)(=O)=O)cc2C1=O | nt | -0.2 | 2 | -11
44 | CCC(C)NC(=O)CC(c1ccccc1)c1cc(C)ccc1O (stereo not drawn) | -8 | 0.7 | 0 | -21
45 | Nn1c(COc2ccc(Cl)cc2)nc2ccccc2c1=O | 3 | 1.0 | -10 | 2
46 | C[C@H]1CN([C@@H](C)CO)C(=O)c2cc(C#CC3(O)CCCC3)cnc2O[C@H]1CN(C)C(=O)Cc1cccnc1 | -14 | -0.4 | 5 | 2
47 | C[C@@H]1CN([C@H](C)CO)C(=O)c2cccc(N(C)C)c2O[C@H]1CN(C)Cc1ccccc1 | nt | -0.3 | 1 | 29
48 | CC1SC(c2ccc(F)cc2)N(CCc2ccccc2)C1=O (stereo not drawn) | 1 | 1.4 | -5 | -27
49 | CC(Cc1c[nH]c2ccccc12)NC(=O)C1CCCNC1=O (stereo not drawn) | nt | 2.3 | 1 | 1
50 | C[C@@H]1CCCCO[C@H](CN(C)Cc2ccc(C(F)(F)F)cc2)[C@H](C)CN([C@@H](C)CO)C(=O)c2cc(NS(=O)(=O)c3cn(C)cn3)ccc2O1 | nt | 1.9 | 2 | -1
51 | COc1ccc(NC(=O)Nc2ccc3c(c2)[C@H]2C[C@@H](CC(=O)N4CCCCC4)O[C@H](CO)[C@H]2O3)cc1 | -4 | 1.2 | -4 | -9

no. | PAX8 reporter | miR-122 sensor | EWS-Fli inh
41 | 19 | 11 | 14
42 | -1 | -7 | 1
43 | 0 | 0[16.7 µM] | -3
44 | -10 | 0 | -4
45 | -58 | 9 | -96
46 | -18 | 5[16.7 µM] | 0
47 | -9 | 1[16.7 µM] | -4
48 | -7 | -4 | -21
49 | nt | nt | 16
50 | nt | -2[16.7 µM] | -4
51 | 23 | 1[16.7 µM] | 0
